ELG1 genotoxic – inducers of genotoxicity in HEK293T ELG1-luciferase cells | hit rate 1.3% among 330,000 | Potency, µM (series often up to 46 µM), inactives show at the top dose activity change, positive = activation, hits mostly activators | AID 504466 | HEK293T ELG1-luciferase reporter, luminescence, 16 h; also: potency is read from the fitted curve at half-maximal effect; % of control where 0% means no effect; nearly all actives have a fitted effect of over 60% in size
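HEK293T cells expressing luciferase-tagged ELG1 were treated with compound or DMSO for 16 hr at 37°C. Luciferase activity was then read after 30 min with ONE-Glo at room temperature; rising signal flags genetic stress.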
NPC1 promoter act – NPC1 promoter activation; hit rate 2.4% among 320,000; Huh7 NPC1 promoter luciferase reporter, 24 h; Potency, µM (top dose mostly 9.22 µM), inactives show at the top dose activation, hits mostly activators;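 also: potency is read from the fitted curve at half-maximal effect; % of control where 0% means no effect; nearly all actives have a fitted effect of over 60% in size; reporter is driven by a mutant NPC1 promoter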
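In 1536-well qHTS, Huh7 cells harboring an NPC1 promoter–luciferase construct received compound for 24 h; activation was quantified by luminescence following luciferase reagent addition.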
Rab9 promoter act – Rab9 promoter activation; Potency, µM (top dose mostly 9.22 µM), for the others: at the highest dose activation, negative = inhibition, most hits filed as activators; Huh7 Rab9 promoter-luciferase reporter, luminescence, 24 h; hit rate 2.8% among 320,000; also: potency is read from the fitted curve at half-maximal effect; % of control where 0% means no effect; nearly all actives have a fitted effect of over 60% in size
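Cells were plated at 1500 per well in reduced-serum medium with 10% FBS and left 2 h. Compound in DMSO was then added for 24 h at 37 °C. Reporter signal was read by luminescence after 10 min with luciferase detection reagent.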
p53 reactivation – restores transcriptional activity of mutant p53; hit rate 0.063% among 320,000; Potency, µM (titrated, usually from 92.2 µM), inactives show at the top dose activity change, positive = activation, usual class: activators; H1299 p53-A138V BP100-luciferase reporter, luminescence, 24 h; also: potency is read from the fitted curve at half-maximal effect; % of control where 0% means no effect; nearly all actives have a fitted effect of over 45% in size
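p53-null H1299 cells stably carrying temperature-sensitive p53-A138V and a BP100-luciferase reporter were pinned with compounds (4-point, 1:5 series) and held 24 hrs at 37 deg C. Luminescence was read 10 min after detection reagent.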
TRPV1 agonist – activates the human vanilloid receptor TRPV1. TRPV1-expressing cells, Fluo-8 calcium influx, agonist mode. activation, % at 8.33 µM. Q8NER1. hit rate 0.19% among 320,000. AID 540275; in the data active = activation above about 80%; inconclusive = between about 30% and that limit; also: 0% is about no effect
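Fluo-8 calcium influx in TRPV1-expressing cells, kinetic read (ex 480/em 520 nm). Compound added and read 3 min for agonist activity, followed by capsaicin at EC20 final and 2 min further read for enhancement.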
Tb PFK block – inhibitors of T. brucei phosphofructokinase | T. brucei PFK, ADP-Glo luminescence | Potency, µM (doses to about 57.5 µM), without a hit: at the highest dose activity, negative = inhibition, usual class: inhibitors | hit rate 0.17% among 330,000 | AID 485367;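 also: potency is read from the fitted curve at half-maximal effect; 0% = uninhibited 1x PFK enzyme wells and -100% = no-enzyme wells; nearly all actives have a fitted effect of over 60% in size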
Target sequence (O15648 whole entry, looked up): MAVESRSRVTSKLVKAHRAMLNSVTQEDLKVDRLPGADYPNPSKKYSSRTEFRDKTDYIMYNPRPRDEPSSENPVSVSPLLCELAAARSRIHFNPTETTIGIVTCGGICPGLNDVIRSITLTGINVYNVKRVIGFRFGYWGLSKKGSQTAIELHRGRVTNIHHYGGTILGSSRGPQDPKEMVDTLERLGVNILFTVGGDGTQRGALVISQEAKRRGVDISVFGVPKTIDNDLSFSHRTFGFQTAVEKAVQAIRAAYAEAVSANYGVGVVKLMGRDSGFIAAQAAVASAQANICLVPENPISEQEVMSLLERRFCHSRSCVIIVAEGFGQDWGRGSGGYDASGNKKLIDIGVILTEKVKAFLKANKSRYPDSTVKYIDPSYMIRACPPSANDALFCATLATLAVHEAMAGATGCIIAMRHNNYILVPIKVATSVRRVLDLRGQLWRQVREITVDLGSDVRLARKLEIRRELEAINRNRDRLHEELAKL
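In TEA buffer at pH 8.0 with 5 mM MgCl2, enzyme (1.25 nM) converted F6P (0.5 mM) and ATP (0.1 mM) for 45 min at room temperature. ADP product was read by luciferase luminescence.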
FLuc counter – firefly luciferase modulation, counter-screen for miR-21 project; purified FLuc, Km substrates, luminescence inhibition; Potency, µM (highest dose often 57.5 µM), inactives show at the highest dose activity change, negative = inhibition, most hits filed as inhibitors; hit rate 6.9% among 360,000;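 also: potency is read from the fitted curve at half-maximal effect; plate controls were vehicle for no effect and reference inhibitor for full effect; nearly all actives have a fitted effect of over 55% in size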
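Purified P. pyralis luciferase (10nM final) with 10uM D-luciferin and 10uM ATP (Km levels) in 50mM Tris acetate pH 7.5, 10mM Mg acetate, 0.01% Tween-20, 0.05% BSA; qHTS 6-point titration, ~60 µM downward; luminescence read.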
BRCA1 expr act – activators of BRCA1 expression; MCF7-BRCA1-FFLuc reporter, luminescence, 48 h; response scale: scaled: vehicle 0%, 10 µM genistein 100%; Potency, µM (highest dose often 46.1 µM), without a hit: at the top dose activation, hits mostly activators; hit rate 1.1% among 380,000; AID 624202; also: potency is read from the fitted curve at half-maximal effect; nearly all actives have a fitted effect of over 80% in size; some results filed as inactive show a strong effect at the top dose
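MCF7 cells carrying a BRCA1-firefly luciferase reporter (2000 cells/well, phenol-red free MEM) were attached for 2 h at 37 °C, then given compounds for 48 h. Luminescence was read 15 min after luciferase reagent; activity normalized to genistein (10 microM) and DMSO.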
ELG1 repair inh – blocks ELG1-dependent DNA repair in HEK293T cells; HEK293T ELG1-luciferase reporter, luminescence, 16 h; DNA damage induced by 5-fluorouridine; Potency, µM (titrated, usually from 46.1 µM), inactives show top-dose activity change, negative = inhibition, usual class: inhibitors; hit rate 2.3% among 330,000; AID 504467; also: potency is read from the fitted curve at half-maximal effect; % is scaled to controls: 0 for no effect and ±100 for the full control effect; nearly all actives have a fitted effect of over 55% in size
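Overnight (16 hr) co-exposure of 2,000 cells/well to 5-fluorouridine and compound at 37 °C preceded detection. Luciferase was quantified via ONE-Glo luminescence; loss of signal denotes inhibition.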
Gal4-VP16 FLuc – counter-screen for ROR gamma inhibitors: Gal4-VP16 reporter; Drosophila S2 Gal4-VP16 UAS-luciferase, luminescence, 20 h; Potency, µM (doses to about 53.6 µM), without a hit: at the top dose activity, negative = inhibition, most hits filed as inhibitors; hit rate 3.5% among 310,000;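 also: Gal4-VP16 expression switched on by copper sulfate through the metallothionein promoter; potency is read from the fitted curve at half-maximal effect; % is scaled to controls: 0 for no effect and ±100 for the full control effect; nearly all actives have a fitted effect of over 50% in size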
RORgamma inh – inhibitors of mouse ROR gamma transcriptional activity; Drosophila S2 Gal4-RORgamma UAS-luciferase reporter, 20 h; Potency, µM (titrated, usually from 53.6 µM), for inactives: at the highest dose activity change, negative = inhibition, actives largely listed as inhibitors; hit rate 5.4% among 310,000; AID 2551; also: potency is read from the fitted curve at half-maximal effect; % is scaled to controls: 0 for no effect and ±100 for the full control effect; nearly all actives have a fitted effect of over 60% in size
Target sequence (P51450 whole entry, looked up, the tested form may be a part): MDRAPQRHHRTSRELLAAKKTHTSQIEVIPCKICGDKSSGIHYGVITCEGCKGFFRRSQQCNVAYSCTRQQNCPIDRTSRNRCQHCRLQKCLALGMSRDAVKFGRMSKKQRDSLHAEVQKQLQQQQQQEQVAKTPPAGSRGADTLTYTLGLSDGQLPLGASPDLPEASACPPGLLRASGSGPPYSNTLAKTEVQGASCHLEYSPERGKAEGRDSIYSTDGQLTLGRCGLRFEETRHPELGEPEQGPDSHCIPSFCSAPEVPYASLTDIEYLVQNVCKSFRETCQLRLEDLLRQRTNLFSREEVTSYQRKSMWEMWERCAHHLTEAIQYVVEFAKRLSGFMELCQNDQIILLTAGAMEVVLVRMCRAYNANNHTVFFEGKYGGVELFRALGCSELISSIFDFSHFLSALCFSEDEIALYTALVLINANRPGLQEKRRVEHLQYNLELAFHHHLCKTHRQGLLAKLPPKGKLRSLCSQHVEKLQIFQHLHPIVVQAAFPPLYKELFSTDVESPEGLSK
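Stably transfected Drosophila Schneider cells are the test system, with ROR gamma fused to Gal4 and luciferase under UAS control; luminescence is read after 20 hr of 700 uM copper sulfate induction at ambient temperature.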
The depositor's hits bear a star; ? = inconclusive; . = no result given; & = joins results of further samples; [ ] = another dose, or the depositor's remark. Unless noted, calls follow the shape of the dose curve; as a rule, active = well fitted curve in the direction sought with a large enough effect; inconclusive = small, poorly fitted or top-dose-only effect, or another doubt; inactive = no such curve, though single readings can be large; an effect the other way counts as inactive or inconclusive.

canonical_smiles	ELG1 genotoxic	NPC1 promoter act	Rab9 promoter act	p53 reactivation	TRPV1 agonist	Tb PFK block	FLuc counter	BRCA1 expr act	ELG1 repair inh	Gal4-VP16 FLuc	RORgamma inh
O=C1NCCN1c1ccc(CN2CCN(C3CCCCC3)C(CCO)C2)cc1 (configuration not stated)	4%	0%	-1%	-1%	-1	3%	-2%	0%	2%	-3%	11%
COc1ccc(C)cc1N(C(=O)c1ccc(C#N)cc1)C1=NC(C)(C)CS1	-1%	1%	0%	-6%	?	6%	-2%	1%	0%	-23%	-3%
C=CCc1ccc(O)c(-c2cc(CC=C)ccc2O)c1	3%	-2%	-3%	11%	12	-12%	-5%	-10%	7%	?	14%&-4%&40%
CC(=O)Nc1cccc(C(=O)OCC(=O)NC(=O)Cc2ccccc2)c1	0%	5%	-1%	5%	-1	-5%	?	-4%	7%	.	.
O=C(NC1CCCc2ccccc21)C1CCN(S(=O)(=O)N2CCCCCC2)CC1 (configuration not stated)	-17%	-2%	0%	-7%	-1	-4%	-2%	-63%	?	-16%	?
O=P(O)(O)c1ccccc1OCCOCCOc1ccccc1P(=O)(O)O	-1%	1%	-2%	2%	-5	-14%	3%	2%	4%	-6%	5%
Fc1ccccc1C1c2[nH]c3ccccc3c2CCN1Cc1ccoc1 (configuration not stated)	-4%	-4%	1%	0%	0	0%	-1%	-56%	2%	-2%	21%
Cc1cccc(NC(=O)COC(=O)c2ccccc2SCC(=O)N2CCCC2)c1	-5%	-2%	11%	9%	1	-10%	9%	-2%	-2%	21%	-15%
CCc1cc2c(COC(=O)c3cccc(S(C)(=O)=O)c3)cc(=O)oc2cc1O	-18%	-3%	-3%	-1%	2	-2%	-3%	-20%	?	-4%	-4%
CN(C)C(C)(C)C#CC(O)(c1ccccc1)c1ccccc1	-2%	0%	0%	-1%	2	-1%	-2%	-6%	-6%	7%	-20%
CCc1cc(=O)oc2cc(C)c(CN3CCCC3)c(O)c12	-13%	6%	-6%	3%	-7	?	0%	2%	-1%	-3%	11%
COCCNC(=O)C1CC2Cn3c(nc4ccccc43)C2N1C (configuration not stated)	1%	-7%	-8%	1%	-4	-2%	-1%	11%	16%	-15%	20%
O=C(NCCC1=CCCCC1)c1ccc(Cl)c(S(=O)(=O)N2CCOCC2)c1	?	0%	-12%	16%	82*	-1%	1%	-33%	?	10%	?
N#C/C(=C/c1cn(CC(=O)O)c2ccccc12)C(=O)Nc1ccccc1	2%	-3%	-8%	-1%	-6	6%	15µM*	2%	-8%	1%	23%
Cc1ccc(NC(=O)CCNC(=O)c2ccc(Br)cc2)cc1S(=O)(=O)N1CCOCC1	0%	0%	-10%	-1%	-7	1%	-3%	-23%	?	.	.
Cc1cc2c3c(c1)C1(C(=O)N3C(C)(C)CC2C)C(C#N)=C(N)Oc2cc(O)ccc21 (configuration not stated)	-11%	-1%	-2%	?	2	-4%	3%	-32%	-10%	-8%	-16%

Additional records follow:
Order of values: ELG1 genotoxic	NPC1 promoter act	Rab9 promoter act	p53 reactivation	TRPV1 agonist	Tb PFK block	FLuc counter	BRCA1 expr act	ELG1 repair inh	Gal4-VP16 FLuc	RORgamma inh
> Cc1cc(C)cc(NC(=O)C2CCN(c3nccs3)CC2)c1
 : -6%	0%	-3%	3%	-7	-2%	?	1%	-3%	4%	-12%
> COc1ccc(C(=O)NCCCN=C2NS(=O)(=O)c3ccccc32)cc1
 : 0%	-1%	1%	-1%	-3	6%	-1%	1%	0%	-2%	14%
> CC1CC(C)CN(C(=O)CCS(=O)(=O)c2ccc3c(c2)NC(=O)CS3)C1 (configuration not stated)
 : -7%	-2%	-5%	-7%	23	-3%	1%	-13%	-1%	-3%	0%
> O=C(O)c1ccccc1SCc1nc2ccccn2c1Br
 : 2%	0%	1%	1%	2	4%	?	0%	8%	16%	1%
> O=C(c1cn(Cc2ccccc2)nc1-c1ccc(Cl)cc1)N1CCN(c2ccccn2)CC1
 : -9%	3%	-2%	-10%	17	0%	2%	-33%	?	.	.
> CCn1c(CNC(=O)c2ccco2)nnc1SCC(=O)c1ccc(F)cc1
 : 0%	-2%	0%	6%	-4	3%	-2%	25%	0%	17%	-8%
> CCOc1ccccc1NC(=O)C12CC3CC(C1)CC(c1ccc(C)cc1)(C3)C2
 : -5%	1%	-3%	-2%	7	-5%	8%	1%	1%	-12%	8%
> O=C(NCCC(=O)N1CCN(C(=O)c2ccco2)CC1)c1ccc(Br)cc1
 : 3%	-7%	1%	4%	1	1%	7%	12%	2%	.	.
> COc1cc(CNc2ccc3[nH]c(=O)[nH]c3c2)ccc1OCc1ccccc1
 : 13%	-6%	2%	-95%[inhibitor]	?	1%	-10%	16%	?	3%	21%
> O=C(NC1CC2CCCC(C1)N2Cc1cccs1)N1CCOCC1 (configuration not stated)
 : 2%	3%	5%	1%	25	0%	11%	1%	1%	-3%	-28%
> Nc1nc(NCCCN2CCOCC2)nc(Nc2cccc(F)c2)c1[N+](=O)[O-]
 : 6%	0%	3%	-7%	.	0%	5%	-30%	8%	0%	28%
> COc1ccc(S(=O)(=O)N2CCSC2c2ccc(OC)c(OC)c2)cc1 (configuration not stated)
 : -10%	1%	-7%	-2%	3	-1%	-4%	-13%	23µM*	-2%	15%
> CNc1nc2c(-c3ccc(Cl)cc3)nnn2c2ccccc12
 : ?	23%	26%	4%	3	-7%	2%	-24%	?	14%	-6%
> CCOc1ccc(NC(N)=O)cc1OCC
 : 0%	-2%	-4%	-1%	0	0%	3%	0%	-4%	5%	-35%
> CCN(CC)C(=O)c1oc2ccc(S(=O)(=O)N3CC(C)CC(C)C3)cc2c1C (configuration not stated)
 : -13%	-27%	-23%	1%	5	1%	0%	-49%	?	?	?
> Cc1nc(N)ncc1-c1ccc2c(c1)OCO2
 : 11%	-2%	1%	-1%	0	2%	?	17%	?	14%	-7%
> COc1ccc(NC(=O)CN(C)C(=O)c2ccccc2OCC(=O)Nc2cccc(C(F)(F)F)c2)cc1
 : -6%	5%	-8%	10%	-4	-9%	0%	-1%	-5%	.	.
> COc1cccc(NC(=S)N2CCc3cc(OC)c(OC)cc3C2)c1
 : -4%	1%	-11%	-2%	?	-1%	-2%	-4%	-14%	-2%	-44%

Looked up above.
In FLuc counter, COc1ccc(C)cc1N(C(=O)c1ccc(C#N)cc1)C1=NC(C)(C)CS1 is entered as -2%
In Gal4-VP16 FLuc, COc1cc(CNc2ccc3[nH]c(=O)[nH]c3c2)ccc1OCc1ccccc1 is entered as 3%

Ordered by count of non-hydrogen atoms (lowest first): some entries from above
Order of values: ELG1 genotoxic	NPC1 promoter act	Rab9 promoter act	p53 reactivation	TRPV1 agonist	Tb PFK block	FLuc counter	BRCA1 expr act	ELG1 repair inh	Gal4-VP16 FLuc	RORgamma inh
> Cc1nc(N)ncc1-c1ccc2c(c1)OCO2
 : 11%	-2%	1%	-1%	0	2%	?	17%	?	14%	-7%
> O=C(O)c1ccccc1SCc1nc2ccccn2c1Br
 : 2%	0%	1%	1%	2	4%	?	0%	8%	16%	1%
> Cc1cc(C)cc(NC(=O)C2CCN(c3nccs3)CC2)c1
 : -6%	0%	-3%	3%	-7	-2%	?	1%	-3%	4%	-12%
> CC1CC(C)CN(C(=O)CCS(=O)(=O)c2ccc3c(c2)NC(=O)CS3)C1 (configuration not stated)
 : -7%	-2%	-5%	-7%	23	-3%	1%	-13%	-1%	-3%	0%
> O=C(NCCC(=O)N1CCN(C(=O)c2ccco2)CC1)c1ccc(Br)cc1
 : 3%	-7%	1%	4%	1	1%	7%	12%	2%	.	.

From PubChem
